BL2 CD40 inh – inhibitors of CD40-induced NF-kB signaling, primary screen, BL2 cells, luciferase reporter, single point; 83,000 compounds, 0.94% hits; inhibition, % at 10 µM; CD40L-induced, 4 h;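 active means mean inhibition of at least 50% with a set share of replicates also reaching that level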;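 further: 0% = neutral control wells and 100% = IKK inhibitor VII at 50 µM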
The depositor's hits bear a star; [ ] = another dose, or the depositor's remark. The list is partial. The share of hits here may be higher or lower than overall.

BL2 CD40 inh	SMILES
1.4[25 µM]	CC(C)CN(C[C@H]1N[C@H](CO)[C@@H]1c1ccccc1)C(=O)C1CCCCC1
7.1	COc1ccccc1NC(=O)C1CC(O)CN1C(=O)Oc1ccccc1 (stereo unspecified)
-6.5	Cc1ccc(C)c(-n2c(-c3ccc4c(c3)OCO4)n[nH]c2=S)c1
7.3	COC(=O)c1ccc(CS(=O)(=O)c2ccc(F)cc2)o1
0.2	COc1ccccc1NC(=O)Cc1csc(NC(=O)c2ccccc2)n1
5.0	CS(=O)(=O)N1CC2C(c3ccc(Br)cc3)C(C1)N2CC(F)(F)F (stereo unspecified)
-1.9	O=C1NC(c2ccco2)Nc2sc3c(c21)CCN(Cc1ccccc1)C3 (stereo unspecified)
-14.7	Clc1ccccc1C1SCC2Nc3ccccc3CN21 (stereo unspecified)
-4.3	CCc1cc(C(=O)O)c(NC(=O)C(c2ccccc2)c2ccccc2)s1
7.9	COC(=O)Cc1c(O)ccn(CCc2ccc(OC)c(OC)c2)c1=O
1.7	CCOC(=O)c1c(C)[n+]([O-])c2ccc3c(non3O)c12
-2.5	CCCC(=O)N1CCC1(C)C(=O)NS(=O)(=O)c1ccc(OC)cc1 (stereo unspecified)
29.2[25 µM]	Cc1ccc(S(=O)(=O)N(C)C[C@@H]2Oc3cc(-c4cccc(F)c4)ccc3S(=O)(=O)N([C@@H](C)CO)C[C@@H]2C)cc1
10.3	O=C(CNS(=O)(=O)c1cccs1)N1CCCC1
9.5	CN(CC(=O)O)c1ccc(C(F)(F)F)cc1[N+](=O)[O-]
2.4	CC(=O)OC1CC2(C)C(CCC2(O)C(C)=O)C2CCC3C(Cl)C(=O)CCC3(C)C12 (stereo unspecified)
0.5	O=C(CN1C(=O)C(=O)N(Cc2ccco2)C1=O)Nc1ccc(F)c(F)c1F
1.3	Cc1cnc(C(=O)OCc2nc3ccccc3o2)cn1
15.3	CCN(CC)c1ccc(C(=O)N/N=C/c2ccc(OC)cc2OC)cc1
3.1	O=C(NCCCO)NC12CC3CC(CC(C3)C1)C2
4.1	CCCCN(C(=O)C1=CC=CN2CCS(=O)(=O)N=C12)c1ccccc1
-8.4	Cc1ccc(S(=O)(=O)Nc2ccc3c(c2)C(=O)N([C@@H](C)CO)C[C@@H](C)[C@@H](CN(C)S(=O)(=O)c2cn(C)cn2)OCCCC[C@@H](C)O3)cc1
-0.9[25 µM]	COc1ccccc1-c1cn(CC[C@@H]2CC[C@@H](NC(=O)C3CCCCC3)[C@@H](CO)O2)nn1
14.5	COc1ccc(N2CC(C(=O)OCC(=O)c3ccccc3)CC2=O)cc1 (stereo unspecified)
5.8	Nc1ccc(S(=O)(=O)Nc2nc(-c3ccccc3)cc(-c3ccccc3O)n2)cc1
-0.6	Cc1cccc(NC(=O)CN(c2ccc(F)cc2)S(C)(=O)=O)c1
-79.1	CCOC(=O)c1nc2ccccc2s1
0.2	CCOC(=O)c1sc2ncn(C(CC)C(=O)OC)c(=O)c2c1C (stereo unspecified)
-2.2	N#Cc1cnn2c3c(cnc12)C(=O)N1CCc2ccccc2C1C3 (stereo unspecified)
-20.3	COc1ccccc1C#Cc1ccc([C@@H]2[C@H](C#N)N(C(=O)C3CC3)[C@H]2CO)cc1
19.3[25 µM]	C[C@H](CO)N1C[C@H](C)[C@@H](CN(C)Cc2ccc(C(F)(F)F)cc2)Oc2ccc(NC(=O)Cc3cn(C)c4ccccc34)cc2CC1=O
-17.7	O=C(Nc1ccccc1N1CCOCC1)c1csc2c1CCCC2
5.1	O=C(OCCCCOC(=O)c1ccccc1)c1ccccc1
8.3	O=C(c1ccc(F)cc1)N1CC(=O)N2[C@@H](CO)[C@@H](c3ccc(C#CC4CCCC4)cc3)[C@@H]2C1
-30.2	Clc1ccc(-c2c[nH]c3ccccc23)nn1
5.2	Cc1ccc(S(=O)(=O)NCCC(=O)N2CCN(Cc3ccccc3)CC2)cc1
-31.3	COc1ccc(-c2nc3nc(C)c(Cc4ccccc4)c(=O)n3[nH]2)cc1
0.0[25 µM]	COc1ccccc1CN(C)C[C@H]1OCc2ccccc2-c2c(n(C)c3ccccc23)C(=O)N([C@H](C)CO)C[C@@H]1C
-4.5[25 µM]	c1cc(-c2ccc(C3[C@H]4CNC[C@@H]3N4CC3CCOCC3)cc2)ccn1 (stereo partly specified)
-5.4	CC(C)CN(C(=O)CCC1CCCCC1)c1c(N)n(CC(C)C)c(=O)[nH]c1=O
-75.1	CC(=O)Nc1ccc2nc(-c3cccs3)[nH]c2c1
-5.1[25 µM]	C[C@H]1CN([C@@H](C)CO)C(=O)c2ccccc2-c2ccccc2CO[C@H]1CN(C)Cc1ccc2c(c1)OCCN2C
4.7	CCC1(C)Cc2ccccc2-c2c1c(=O)n(-c1ccc(C)cc1)c1nnnn21 (stereo unspecified)
0.2	CC1(C(=O)NS(=O)(=O)c2ccc(C#N)cc2)CCN1C(=O)Cc1ccc(-c2ccccc2)cc1 (stereo unspecified)
-0.5	N#Cc1c(N)oc(-c2cccs2)c1-c1cccs1
3.3	COCCNC(=O)C(=O)c1cc(C)n(-c2ccc([N+](=O)[O-])cc2)c1C
1.2	O=C(O)[C@@H]1CCCN1C(=O)CCc1c[nH]c2ccccc12
10.7	Cc1c(C(=O)NC2CC(=O)N(c3ccc4c(c3)OCCO4)C2)cccc1[N+](=O)[O-] (stereo unspecified)
4.5[25 µM]	C/C=C/c1ccc([C@@H]2[C@@H](C#N)N(c3ncc(CC)s3)[C@H]2CO)cc1
0.3	CC(NC(=O)CCNS(=O)(=O)c1cccc2nonc12)c1ccccc1 (stereo unspecified)
-3.0	Cc1cc(NS(=O)(=O)c2ccc(-c3ccccc3)cc2)no1
10.3	CN(C)c1nn(C(=O)Nc2cccc(C(F)(F)F)c2)cc1-c1ccccc1
23.9[25 µM]	Cc1noc(C)c1NC(=O)N(C)C[C@@H]1OCCCC[C@@H](C)Oc2ccc(NC(=O)Nc3ccc(C(F)(F)F)cc3)cc2C(=O)N([C@@H](C)CO)C[C@H]1C
-31.5	O=C(Nc1ccc2oc(-c3cccc4ccccc34)nc2c1)c1ncn[nH]1
-3.4	C[C@H](NC(=O)C[C@@H]1C[C@H]2c3cc(NC(=O)NC4CCCC4)ccc3O[C@H]2[C@@H](CO)O1)c1ccccc1
-32.1	COc1ccc(N2C(=O)c3ccccc3NC23CCCC3)cc1
-26.1	Cc1ccccc1NC(=O)c1cccc2nc3ccccc3nc12
-18.5	COc1ccc(NC(=O)CN(C)C(=O)Cn2c(=O)oc3ccccc32)cc1
0.8	COc1ccc(S(=O)(=O)N(C)C[C@@H]2OCCCC[C@@H](C)Oc3ccc(NS(=O)(=O)c4ccc(Cl)cc4)cc3C(=O)N([C@@H](C)CO)C[C@@H]2C)cc1
0.5	O=C(COC(=O)COc1ccccc1)Nc1ccc(Br)cc1F

Sorted by molar mass (lowest first): 14 of the compounds above.
BL2 CD40 inh	SMILES
1.2	O=C(O)[C@@H]1CCCN1C(=O)CCc1c[nH]c2ccccc12
-32.1	COc1ccc(N2C(=O)c3ccccc3NC23CCCC3)cc1
-26.1	Cc1ccccc1NC(=O)c1cccc2nc3ccccc3nc12
4.5[25 µM]	C/C=C/c1ccc([C@@H]2[C@@H](C#N)N(c3ncc(CC)s3)[C@H]2CO)cc1
3.3	COCCNC(=O)C(=O)c1cc(C)n(-c2ccc([N+](=O)[O-])cc2)c1C
-31.5	O=C(Nc1ccc2oc(-c3cccc4ccccc34)nc2c1)c1ncn[nH]1
-18.5	COc1ccc(NC(=O)CN(C)C(=O)Cn2c(=O)oc3ccccc32)cc1
0.3	CC(NC(=O)CCNS(=O)(=O)c1cccc2nonc12)c1ccccc1 (stereo unspecified)
0.5	O=C(COC(=O)COc1ccccc1)Nc1ccc(Br)cc1F
10.7	Cc1c(C(=O)NC2CC(=O)N(c3ccc4c(c3)OCCO4)C2)cccc1[N+](=O)[O-] (stereo unspecified)
0.2	CC1(C(=O)NS(=O)(=O)c2ccc(C#N)cc2)CCN1C(=O)Cc1ccc(-c2ccccc2)cc1 (stereo unspecified)
-3.4	C[C@H](NC(=O)C[C@@H]1C[C@H]2c3cc(NC(=O)NC4CCCC4)ccc3O[C@H]2[C@@H](CO)O1)c1ccccc1
23.9[25 µM]	Cc1noc(C)c1NC(=O)N(C)C[C@@H]1OCCCC[C@@H](C)Oc2ccc(NC(=O)Nc3ccc(C(F)(F)F)cc3)cc2C(=O)N([C@@H](C)CO)C[C@H]1C
0.8	COc1ccc(S(=O)(=O)N(C)C[C@@H]2OCCCC[C@@H](C)Oc3ccc(NS(=O)(=O)c4ccc(Cl)cc4)cc3C(=O)N([C@@H](C)CO)C[C@@H]2C)cc1

The main list resumes with the 2 entries that preceded the break.
BL2 CD40 inh	SMILES
0.8	COc1ccc(S(=O)(=O)N(C)C[C@@H]2OCCCC[C@@H](C)Oc3ccc(NS(=O)(=O)c4ccc(Cl)cc4)cc3C(=O)N([C@@H](C)CO)C[C@@H]2C)cc1
0.5	O=C(COC(=O)COc1ccccc1)Nc1ccc(Br)cc1F
-3.1	COc1ccc([N+](=O)[O-])cc1N(CC(O)CN(C)C)S(=O)(=O)c1ccc(C)cc1 (stereo unspecified)
-5.1[25 µM]	C[C@@H]1CN([C@H](C)CO)C(=O)c2ccccc2-c2ccccc2CO[C@H]1CN(C)S(=O)(=O)c1cccc(C#N)c1
-4.7	Cc1ccccc1-c1nc(CN2CCC(C(=O)NC3CCCCC3)CC2)c(C)o1
-4.5	O=C(Nc1ccno1)Nc1ccc(Cl)cc1Cl
-9.1	Clc1cccc(CNc2ccn3nc(-c4ccccc4Cl)cc3n2)c1
8.0	O=C(C1CC1)N1C[C@H]2[C@@H](c3ccccc31)[C@H](CO)N2C(=O)c1ccccc1F
4.6	CCN1CCc2c(sc(N)c2C#N)C1
6.0[25 µM]	C[C@H]1CC(=O)NCC/C=C\C[C@H](c2ccc3c(c2)OCO3)NC1=O
-45.2	CC(=O)c1ccc(Nc2nc(C(N)C(C)C)cs2)cc1 (stereo unspecified)
15.6	Cc1oc(-c2ccc(Cl)cc2)nc1CN1CCCC(C(=O)NCc2ccccn2)C1 (stereo unspecified)
1.8	N#C[C@@H]1[C@H](c2ccccc2)[C@@H](CO)N1S(=O)(=O)Cc1ccccc1
-21.9	COc1ccc2c(CC(=O)Nc3ccccc3OC)coc2c1
-11.4	CC(=O)OCCn1c([N+](=O)[O-])cnc1C=[N+]([O-])C1CCCCC1
-56.7	CCN1CCN(S(=O)(=O)c2ccc(Cl)c(C(=O)NCCc3ccccc3)c2)CC1
6.1	COc1cccc(N2CC(C(=O)Oc3ccc4ccccc4c3)CC2=O)c1 (stereo unspecified)
-3.6	CC(=O)NC(CC(=O)NCC(c1ccco1)N(C)C)c1ccccc1 (stereo unspecified)
-4.4	O=C(Nc1cccc(-c2nnco2)c1)c1cccs1
6.0	O=C(c1ccc2c(c1)OCO2)N(CC1CCCO1)C1(C(=O)NC2CCCC2)CCCCC1 (stereo unspecified)
2.5[25 µM]	CN1c2ccc(C3=CCCCC3)cc2[C@@H]2[C@@H](CCN2S(=O)(=O)c2ccc(F)cc2)[C@H]1CO
0.0[25 µM]	CCCNC(=O)[C@@H]1[C@@H](CO)[C@@H]2Cn3c(ccc(C4=CCCC4)c3=O)[C@@H]2N1C(=O)c1cnccn1
-4.0	CC(=O)Nc1cccc(N(C)C)c1
-5.1	O=C(NCCc1ccccn1)c1ccc(OC(F)F)cc1
-1.4	CCOC(=O)C1(C(=O)OCC)NC(=O)CC1CC (stereo unspecified)
-19.2	COc1ccc(OCc2cccc(C(=O)Nn3cc([N+](=O)[O-])cn3)c2)cc1
1.7	COc1ccc(Cl)cc1NC(=O)CN(C)C(=O)CN1C(=O)NC(C)(c2ccc3ccccc3c2)C1=O (stereo unspecified)
15.5[25 µM]	O=S(=O)(c1ccccc1)N1CCCCN2[C@H](CO)[C@H](c3ccc(-c4ccccc4F)cc3)[C@@H]2C1
-11.3	O=c1[nH]c2ccccc2nc1-c1c[nH]c2ccccc12
7.3[25 µM]	C[C@@H]1CN([C@H](C)CO)C(=O)c2cccc(NS(C)(=O)=O)c2O[C@H]1CN(C)Cc1ccc(-c2ccccc2)cc1
-2.2	Cc1[nH]c2ccc(C(=O)N3CCN(Cc4ccccc4)CC3)cc2c1C
-12.3	N#C[C@@H]1[C@H](c2ccc(-c3ccccc3)cc2)[C@H](CO)N1C(=O)Cc1ccccc1
1.6	CSc1nc(S(C)(=O)=O)nc2[nH]c(=O)[nH]c12
8.0	COc1cccc(NC(=O)C[C@H]2CC[C@@H]3[C@H](COc4ccc(NC(=O)C5CCC5)cc4C(=O)N3C)O2)c1
-6.0	CCC(c1nnc(SCC(=O)Nc2ccc(N3CCOCC3)cc2)n1Cc1ccccc1)N(C)C (stereo unspecified)
9.2	Cc1cccc(NC(=O)COC(=O)c2ccc(S(=O)(=O)N3CCCCCC3)cc2)c1
-4.3[25 µM]	CN1CCN(C(=O)C[C@H]2CC[C@@H]3[C@H](COC[C@@H](O)CN3CC3CCCCC3)O2)CC1
-3.6[25 µM]	COc1cccc(C(=O)N2C[C@H]3[C@@H](c4ccccc42)[C@H](CO)N3C(=O)c2cccc(F)c2)c1
-67.7	c1ccc(CCN2CN=C(Nc3nc4ccccc4o3)NC2)cc1
3.9	Cc1ccc(CSc2ccc(S(=O)(=O)N3CCCCC3)cn2)cc1
-45.1	COc1ccc(N=C2SC(CC(=O)Nc3ccccc3)C(=O)N2Cc2ccccn2)cc1 (stereo unspecified)
-24.9	OCCN(Cc1nc(-c2ccc3c(c2)OCO3)no1)Cc1cccs1
3.1	COc1cc(C(=O)NCC(=O)OCn2nnc3ccccc3c2=O)cc(OC)c1OC
7.1	CCOc1ccc(NC(=O)COC(=O)Cn2cnc3ccccc32)cc1
0.4	CCOC(=O)Cc1csc(SCC(=O)Nc2cc(C)ccc2OC)n1
2.4	CN1C(=O)c2cc(NC(=O)C3CCC3)ccc2OC[C@H]2O[C@H](CC(=O)NCC3CCCCC3)CC[C@@H]21
-3.1	CNC[C@H]1Oc2c(cccc2N(C)C)C(=O)N(C)C[C@@H]1C
8.5	CCn1c(=O)cc(O)c2ccccc21
-0.3	CCCCCCc1c(O)nc(SCCN(C)C)[nH]c1=O
8.1	O=C(CSc1nnc(-c2ccccc2)c(-c2ccccc2)n1)NCC1CCCO1 (stereo unspecified)
7.0	Cc1ccc(S(=O)(=O)NN=C2C3CC4CC(C3)CC2C4)cc1
-77.3	CCOc1ccc(C(=S)NC2CCCCC2)cc1
6.5[25 µM]	COc1ccccc1C(=O)N1C[C@@H]2[C@H](c3ccccc31)[C@H](CO)N2C(=O)Cc1ccccc1

Source: PubChem BioAssay
